# All columns: NCI-60 one-dose screen, growth in % after 48 h at 10 µM unless noted; 100 = growth as untreated, 0 = no growth, -100 = all killed.
# HL-60(TB): HL-60(TB) leukemia cells; AID 1794776; 9% of 78,000 active; active = growth percent below 10
# Numbers without * were called inactive; & = joins results of further samples; [ ] = remark or other dose. Some of the compounds tested, so the mix of outcomes need not match the whole.
SMILES,HL-60(TB)
CCOCCN(CCOCC)c1ncnc2nc[nH]c12,90
COc1ccc(/C=N\NC(=O)CN2CCN(c3cc4c(cc3F)c(=O)c(C(=O)N/N=C/c3ccc(OC)cc3)cn4C3CC3)CC2)cc1,87
CC1(CO)CSC(Nc2ccc(Cl)c(Cl)c2)=N1 (stereo unspecified),93
CCC1CN1 (stereo unspecified),102
COC(=O)[C@@H]1CC[C@]2(C)[C@H](CC[C@@H]3O[C@@]32C)[C@@]1(C)CC(=O)c1ccoc1,90
CCC(CC)c1ccccn1,135
CC(C)(C)OC(=O)N1CCc2c(sc3ncnc(N/N=C/c4cccc5ccccc45)c23)C1,12
CC(C)(C)C(OCc1cn([C@H]2C[C@@H](O)[C@@H](CO)O2)c(=O)[nH]c1=O)c1ccc(C#Cc2ccccc2)cc1[N+](=O)[O-] (stereo partly specified),98
CNc1cc(=O)[nH]c(=O)[nH]1,92
N#Cc1c2c(nn(-c3ccccc3)c1=O)C(O)=C([N+](=O)[O-])C(c1ccoc1)C2 (stereo unspecified),110
CN1C(=O)C(=Cc2cn(Cc3cn(Cc4cccc5ccccc45)nn3)c3ccccc23)C(=O)N(C)C1=S,106
CC(C)COC(=O)NC(C(=O)N(C(=O)NC1CCCCC1)C1CCCCC1)C(C)C (stereo unspecified),91
CCCCCOC(=O)c1cccc(NC(=O)CN(CC)CC)c1,101
N#CC1=C(N)Oc2ccc3ccccc3c2C1c1ccc([N+](=O)[O-])cc1 (stereo unspecified),40
N=C(N)c1ccc(-c2ccc(-c3cccs3)s2)cc1,-47*
O=c1[nH]c2ccccc2cc1COc1ccc(Nc2nccc(-c3ccc(Cl)cc3)n2)cc1,95
N#Cc1c(-c2cccs2)cc(-c2cnccn2)nc1SCC(=O)c1ccc(Cl)cc1,138
CC(C)(C)n1cc(-c2ccnc(NCCCNS(=O)(=O)c3cccc4ccccc34)n2)c(-c2ccc(F)c(O)c2)n1,102
COC1CC(C)C(OC)c2cc(O)cc(c2O)NC(=O)/C(C)=C/C=C\C(C)C(OC(N)=O)/C(C)=C\C(C)C1OC (stereo unspecified),-52*
c1ccc2cc3c(cc2c1)oc1ccccc13,105
COc1ccc2ccc3c(OC)ccc(CC[N+](C)(C)C)c3c2c1OC,116
Nc1ccccc1Br,104
O=C1C(Cl)=C(NCCCN(CCCNC2=C(Cl)C(=O)c3ccccc3C2=O)C2=C(Cl)C(=O)c3ccccc3C2=O)C(=O)c2ccccc21,38
COc1ccc(-c2nc(SCC(C)C)nc(NC3CC3)c2C#N)cc1,94&59
COc1ccccc1[As](=O)(O)CC(O)COc1ccc(Cl)cc1Cl (stereo unspecified),111
COc1ccc(NP2(=O)NCCCN2)cc1,99
COc1ccc(N2C(=O)CC(Nc3cc(C)ccc3C)C2=O)c([N+](=O)[O-])c1 (stereo unspecified),181
ClC1=C(Cl)C2(Cl)C3COCC3C1(Cl)C2(Cl)Cl (stereo unspecified),126
COc1ccc(N2C(=O)C(Oc3ccccc3)C2c2ccccc2)cc1 (stereo unspecified),79
CC1(C)CC[C@]2(C(=O)O)CC[C@]3(C)C(=CCC4[C@@]5(C)C[C@@H](O)[C@@H]6OC(c7ccccc7[N+](=O)[O-])OC[C@@]6(C)C5CC[C@]43C)C2C1 (stereo partly specified),35
O=C(COc1ccc(/C=C2\Oc3ccccc3C2=O)cc1)Nc1nccs1,-36*
Cc1ccccc1-c1cc(-c2cccs2)c(C#N)c(=O)[nH]1,97
CS(=O)c1nccc(-c2c(-c3ccc(F)c(O)c3)nc3sccn23)n1 (stereo unspecified),97
Cc1nc2c(c(N3CCCc4ccccc43)n1)CCC2,-42*
CN1CCN(c2ncnc3sc4c(c23)CCN(Cc2ccccc2)C4)CC1,103
c1ccc(-c2nnnn2-c2ccccn2)cc1,140
CCOC(=O)C#Cc1c(C(=O)OCC)nnn1[C@@H]1O[C@H](COC(C)=O)[C@@H](OC(C)=O)[C@H]1OC(C)=O,74
CCOC(=O)C1CSC(N)=N1 (stereo unspecified),108
Cn1cc(-c2nnc(N)nc2-c2c[nH]c3ccc(Br)cc23)c2cc(Br)ccc21,91
c1ccc(Cc2ncnc3nc[nH]c23)cc1,91

# A section from further up, as a working copy:
SMILES,HL-60(TB)
CC1(CO)CSC(Nc2ccc(Cl)c(Cl)c2)=N1 (stereo unspecified),93
CCC1CN1 (stereo unspecified),102
COC(=O)[C@@H]1CC[C@]2(C)[C@H](CC[C@@H]3O[C@@]32C)[C@@]1(C)CC(=O)c1ccoc1,90
CCC(CC)c1ccccn1,135
CC(C)(C)OC(=O)N1CCc2c(sc3ncnc(N/N=C/c4cccc5ccccc45)c23)C1,12
CC(C)(C)C(OCc1cn([C@H]2C[C@@H](O)[C@@H](CO)O2)c(=O)[nH]c1=O)c1ccc(C#Cc2ccccc2)cc1[N+](=O)[O-] (stereo partly specified),98
CNc1cc(=O)[nH]c(=O)[nH]1,92
N#Cc1c2c(nn(-c3ccccc3)c1=O)C(O)=C([N+](=O)[O-])C(c1ccoc1)C2 (stereo unspecified),110
CN1C(=O)C(=Cc2cn(Cc3cn(Cc4cccc5ccccc45)nn3)c3ccccc23)C(=O)N(C)C1=S,106
CC(C)COC(=O)NC(C(=O)N(C(=O)NC1CCCCC1)C1CCCCC1)C(C)C (stereo unspecified),91
CCCCCOC(=O)c1cccc(NC(=O)CN(CC)CC)c1,101
N#CC1=C(N)Oc2ccc3ccccc3c2C1c1ccc([N+](=O)[O-])cc1 (stereo unspecified),40
N=C(N)c1ccc(-c2ccc(-c3cccs3)s2)cc1,-47*
O=c1[nH]c2ccccc2cc1COc1ccc(Nc2nccc(-c3ccc(Cl)cc3)n2)cc1,95
N#Cc1c(-c2cccs2)cc(-c2cnccn2)nc1SCC(=O)c1ccc(Cl)cc1,138
CC(C)(C)n1cc(-c2ccnc(NCCCNS(=O)(=O)c3cccc4ccccc34)n2)c(-c2ccc(F)c(O)c2)n1,102

# Next section:
SMILES,HL-60(TB)
O=C(CSc1nc2ccccc2c(=O)[nH]1)Nc1cccc(C(=O)O)c1,113
CCCCCc1c(C)[nH]c(/C=C2\N=C(c3ccc[nH]3)C=C2Oc2ccccc2)c1C,-50*[100 µM]
CCOc1cc(/C=N\NC(=O)C[N+](C)(C)C)ccc1O,88
CCN1CCN(Cc2ccc(C(=O)Nc3cccc(Nc4ccc5c(OC)cccc5n4)c3)cc2C(F)(F)F)CC1,-57*
COC1C=C(C)Nn2c(nc3c(cnn3-c3ccccc3)c2=O)N1N (stereo unspecified),102
Cc1ccc(C2(c3ccc(C)cc3)OC(=O)c3cc([N+](=O)[O-])c([N+](=O)[O-])cc32)cc1,87
COc1ccc2[nH]cc(-c3nc(N)nnc3-c3cn(C)c4ccc(F)cc34)c2c1,77
COc1ccc(NC(=O)C(/C=N\C(=S)NNC(C)=O)=C(\C)O)cc1,105
c1ccc(-c2csc3[n+]2CCN3)cc1,102
O=C1/C(=C/c2ccc(Br)cc2)SC(=Nc2ccccc2)N1Nc1ccccc1,53
C/C(=C(/c1ccc(Cl)cc1)c1ccc(OCCN2CCOCC2)cc1)c1ccc(Cl)cc1,98
N/C(=N\c1nc(=O)c2ccccc2s1)NC(=O)Nc1ccccc1,79
CC(=O)N1N=C(c2ccc(Cl)cc2)CC1c1sc(N(CCCl)CCCl)nc1Cl (stereo unspecified),93
CCOc1cc2c(cc1OCC)C(c1cc(OC)c(OC)c(OC)c1)NCC2 (stereo unspecified),131
COc1ccc(NC(=O)C(=O)c2c[nH]c3cc(F)ccc23)cc1,72
O=C(CN1CCN(c2cc3c(cc2F)c(=O)c(C(=O)N/N=C/c2ccc(Cl)cc2)cn3C2CC2)CC1)N/N=C\c1ccc(Cl)cc1,87
COc1cccc(-n2cc(C#N)c(N)c2C(=O)c2ccc(F)cc2)c1,86
NNC(=O)CNC(=O)Cc1ccccc1,100
CCCC(F)C(=O)O (stereo unspecified),97
N#Cc1c(-c2cc(=O)oc3ccc(Cl)cc23)nn(-c2ccccc2)c1N,90
CCOC(=O)C(=CNc1ccccc1[N+](=O)[O-])C(=O)OCC,91
CNC(=S)N(C)C,89
CCCc1cc2c(=O)c(C(=O)OC)c[nH]c2cc1N(CC)CC,92
COC(=O)C1=C(C)OC2OCCC12 (stereo unspecified),100
COc1cc(CNC(=O)C[C@H](C)CCC=C(C)C)ccc1OCc1cn(-c2ccc([N+](=O)[O-])cc2)nn1,81
COC(=O)[C@H](C[C@H](Cc1ccccc1)NC(=O)c1csc([C@@H](C[C@H](C(C)C)N(C)C(=O)[C@@H](NC(=O)[C@H]2CCCCN2C)C(C)C)OC(C)=O)n1)NC(=O)OCc1ccccc1,-30*[8.5 µM]
CC1(C)N=C(N)N=C(N)N1c1ccc(CCc2ccc(S(=O)(=O)F)cc2)c(Cl)c1,114
CCN(C(=O)CN1CCN(c2cc3c(cc2F)c(=O)c(C(=O)O)cn3C2CC2)CC1)c1nc(-c2ccc(Cl)cc2)cs1,89
CC(C)=CCC/C(C)=C/CSc1nnc(-c2c(C)nc3ccc(Cl)cn23)o1,92
Cc1cc(Br)nnc1Br,84
O=C(O)c1ccc(N/C=C/C(=O)c2ccccc2)cc1,103
CCCCCCCCCOc1c(OC)cc(C2CC(=O)Nc3c2c(C)nn3-c2nc3ccccc3[nH]2)cc1OC (stereo unspecified),9.3*
O=C(/C=C/c1cn(-c2ccccc2)nc1-c1ccc([N+](=O)[O-])cc1)c1ccc(Cl)cc1,69
Nc1nc(-c2cc(-c3cccc([N+](=O)[O-])c3Cl)nc(N)n2)cc(-c2cccc([N+](=O)[O-])c2Cl)n1,99
COC(=O)C1(NC(C)=O)CC2CCCN2C12C(=O)Nc1ccccc12 (stereo unspecified),100
COc1ccc(-c2cn3c(C(=O)Nc4ccccc4Cl)c(-c4ccccc4)c4c3n2CCCC4)cc1,83
COCCn1cc(C(=O)C2C(C)(C)C2(C)C)c2ccccc21,125
C=CCNC(=S)NNC(=S)N/N=C/c1cc(OC)c(OC)c(OC)c1,93
COc1ccc(S(=O)(=O)NCCNc2nccc(-c3cn(-c4ccccc4)nc3-c3ccc(Cl)c(OC)c3)n2)cc1,99
Cc1ccc(/C=C2\CNC/C(=C\c3ccc(C)cc3)C2=O)cc1,-29*
O=C(O)CCC(=O)c1ccc(Cl)c(Cl)c1,94
CCn1c(C)nc2cc(N)ccc21,105
CCOc1ccccc1Nc1cc(Cl)nc(N)n1,257
CCCNC(=O)c1ccccc1C(=O)NC1(C(=O)NCCC)CCCC1,97
Cn1c(CO)cnc1-c1ccccc1,85
COc1ccc(OC)c(/C=N/NC(=O)c2ccc3cccc(O)c3n2)c1,97
NC1=NN(O)C2=CC(Cl)C=CC2=N1 (stereo unspecified),73
CN1c2ccccc2S(=O)(=O)n2nc(CCSc3nc4ccccc4s3)nc21,194
COc1ccc2c(c1)c(-c1noc(C(=O)c3cn(C)c4ncc(Br)cc34)n1)cn2C,98
O=C1NN(c2ccccc2)C(c2cccnc2)=N/C1=C\c1cccnc1,104
O=c1oc2ccccc2cc1-c1cnc2ccc(Cl)cc2n1,122
O=C(N/N=C/c1ccccc1O)c1cc(C(=O)N/N=C/c2ccccc2O)[nH]n1,53
CCC(OC(C)C)OC(C)C,90
N#Cc1c(-c2ccccc2)c(C#N)c(=O)n(-c2nccs2)c1N,96
C/C(=C\c1ccccc1)c1ccccn1,71
O=C(NNc1nc(-c2ccc(Cl)cc2)cs1)c1ccccc1Cl,82
C=C(NC(=O)[C@H](C(C)C)N(C)c1cccc2[nH]ccc12)C(=O)OC,109
Cc1ccc2[nH]c(O)c(N=Nc3nc(-c4cc5ccccc5oc4=O)cs3)c2c1,99
CCOC(=O)C(O)C(C#N)c1ccccc1 (stereo unspecified),98
C#CC[C@@H]1C[C@]2(C)[C@H]3CC=C4[C@H]5[C@@H](C)[C@H](C)CC[C@]5(C(=O)NCCN(CCN)CCN)CC[C@@]4(C)[C@]3(C)CC[C@H]2C(C)(C)[C@H]1OC(C)=O,53

# Further entries.
SMILES,HL-60(TB)
C=CC(=O)N1CC2(CCC(n3nc(-c4ccc(Oc5ccccc5)cc4)c4c(N)ncnc43)CC2)C1,-38*
CSc1nn2c(-c3cc4cc(Br)ccc4oc3=O)ccnc2c1C#N,102
O=C(CCCC(=O)Nc1ccc(-n2nnc3cc(Cl)c(Cl)cc32)cc1)Nc1ccc(-n2nnc3cc(Cl)c(Cl)cc32)cc1,76
O=c1c2ccccc2oc2ccc(OCCCCCN3CCCCCC3)cc12,38
CCNC(=O)Oc1ccc(/C(=C(/C)c2ccccc2)c2ccc(OCCN3CCCCCC3)cc2)cc1,-19*
N#CCC(=O)c1ccccc1,98
C[N+]1=C(/C=C/c2ccc(O)cc2I)C(C)(C)c2ccccc21,98
CC(O)(C(=O)O)c1cccc2ccccc12 (stereo unspecified),96
CC1(C)Cc2c(Br)c(Br)c(Br)c(OCC(O)CN3CCOCC3)c2O1 (stereo unspecified),-34*
O=c1ccnc(SCc2ccccc2Cl)[nH]1,74&105
CC(C)OC(=O)N1CCOCC1,116
COC(=O)C1(O)NC(=C(C#N)C#N)C(C#N)=C1C(C)=O (stereo unspecified),101
C/C(=N\N=C1\SCC(=O)N1c1ccc(Br)cc1)c1cc2ccccc2oc1=O,100
Cc1ccc(Cl)cc1NC(=O)N(C)CCOC(=O)Nc1cccc(Cl)c1,107
CC1=NN(c2ccccc2)C(=O)C1N=Nc1ccccc1S(=O)(=O)O (stereo unspecified),102&95
CC(=O)c1ccc2c(c1)Cc1ccccc1-2,99
Cc1ccc(S(=O)(=O)O[C@@H]2CCCC[C@H]2OS(=O)(=O)c2ccc(C)cc2)cc1,72
CC/C(=C(/c1ccc(Cl)cc1)c1ccc(OCCN2CCCC2)cc1)c1ccccc1,17
CC1(C)C(=O)C(C)(C)C1=O,106
COc1ccc(CN2C(=O)C3C/C(=C\N(C)C)C(=O)N3C2N(C)C)c(OC)c1 (stereo unspecified),88
CN1CCN(CCOc2ccc(-c3cnc4c(-c5ccc(C(F)(F)F)cc5)cnn4c3)cc2)CC1,-33*
CCN(CC)C(=S)Sc1nc2ccccc2s1,92
CC(=O)N(O)c1ccc2c(c1)Cc1ccccc1-2,61
CC(Br)C(=O)C(CCCN(C)C)(c1ccccc1)c1ccccc1 (stereo unspecified),83

# Screening data deposited in PubChem by NCI.
